# MrgX1 PAM: allosterically activates human MrgX1 receptor signaling. AID 588675. B-score at 10 µM. MrgX1-HEK293, Fluo-4 calcium flux, FDSS; hits give high values. actives 0.63% (n = 310,000). Q96LB2;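 active = plate-corrected calcium response at least 3 library SD above typical, normal starting fluorescence, not activating the receptor alone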;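 note: compound read alongside a low EC10 to EC30 dose of BAM8-22 agonist; peak minus trough fluorescence over baseline measured at the second addition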
# Target sequence (Q96LB2 whole entry, looked up): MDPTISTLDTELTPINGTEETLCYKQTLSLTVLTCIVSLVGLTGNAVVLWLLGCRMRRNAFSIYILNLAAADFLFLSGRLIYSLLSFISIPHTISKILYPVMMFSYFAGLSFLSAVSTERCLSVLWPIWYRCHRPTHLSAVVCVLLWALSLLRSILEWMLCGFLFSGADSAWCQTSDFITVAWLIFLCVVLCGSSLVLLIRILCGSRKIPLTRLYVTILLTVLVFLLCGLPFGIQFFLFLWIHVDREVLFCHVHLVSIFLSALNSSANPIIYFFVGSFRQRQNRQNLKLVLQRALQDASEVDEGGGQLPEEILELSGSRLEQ
# KCNQ1 inh: inhibitors of human KCNQ1 potassium channel | P51787 | CHO-K1 KCNQ1, FluxOR thallium flux fluorescence; hits give high values | B-score at 10 µM | actives 1.3% (n = 310,000) | AID 2642;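 active = compounds whose thallium flux B-score, printed positive for inhibition, exceeds three library SD while starting fluorescence stays within three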;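 note: channel opened by potassium depolarization with thallium stimulus after 20 min compound exposure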
# TMEM16A inh: blocks the mouse calcium-activated chloride channel TMEM16A. Q8BHY3. HEK293 TMEM16A/YFP iodide influx fluorescence, ionomycin. normalized B-score (activity score, 25-100; higher = stronger inhibition) at 10 µM. actives 1.2% (n = 310,000);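 active = ratio plate-corrected score three or more library SD toward inhibition, starting fluorescence score within five deviations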;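 note: score derived from kinetic fluorescence span divided by baseline fluorescence per well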
# TMEM16A act: activators or potentiators of mouse TMEM16A chloride channel; Q8BHY3; HEK293 TMEM16A/YFP-H148Q/I152L, iodide quench fluorescence; hits give low values; B-score at 10 µM; actives 0.3% (n = 340,000); AID 623877;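 active = fluorescence-ratio B-score plate-corrected deviation score at least 3 library SD below zero, with starting fluorescence score within 5 deviations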;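 note: channel opened by trigger with iodide after compound preincubation; score built on the fluorescence ratio of max minus min over baseline; more negative score means more quench and so TMEM16A activation or potentiation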
# KCNQ1 act: human KCNQ1 channel potentiation or activation; P51787; B-score at 10 µM; AID 2648; CHO-K1 KCNQ1, thallium flux FluxOR fluorescence; hits give high values; actives 0.35% (n = 310,000);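 active = fluorescence ratio B-score, a plate-corrected score, at least three library SD, with initial intensity B-score within 5 SD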
#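 Material: CHO-K1 cells stably expressing KCNQ1. Medium: assay buffer for compound exposure, DMSO matched across wells. Reagent: K+/Tl+ depolarizing stimulus. Compound dosing: single-concentration screen. Times: 37 °C overnight plating, 90-min dark dye load, 20-min compound pretreatment. Technique: FluxOR Tl+ flux fluorescence.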
# hERG protect: shields human hERG channel from block by proarrhythmic agents; AID 1511; actives 0.51% (n = 310,000); activation (rescue from dofetilide block), less the hit threshold, % at 10 µM; CHO-hERG, FluxOR thallium flux, dofetilide IC70 present; Q12809;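 active = activation above the mean of controls blocked by dofetilide plus 5 SD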;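 note: thallium influx through hERG after potassium depolarization seen as dye fluorescence rise; in these data hits start at about 4.7%; inactives centre near -7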
# KCNK3 block: human KCNK3 channel inhibition, primary screen; O14649; CHO-KCNK3 thallium flux, FluxOR fluorescence; hits give low values; B-score at 10 µM; actives 0.84% (n = 340,000); AID 602410;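 active = B-score under library mean minus 4 SD, starting fluorescence ratio at most library mean plus 5 SD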;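 note: more negative B-score means stronger inhibition of thallium flux through KCNK3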
# Target sequence (O14649 whole entry, looked up): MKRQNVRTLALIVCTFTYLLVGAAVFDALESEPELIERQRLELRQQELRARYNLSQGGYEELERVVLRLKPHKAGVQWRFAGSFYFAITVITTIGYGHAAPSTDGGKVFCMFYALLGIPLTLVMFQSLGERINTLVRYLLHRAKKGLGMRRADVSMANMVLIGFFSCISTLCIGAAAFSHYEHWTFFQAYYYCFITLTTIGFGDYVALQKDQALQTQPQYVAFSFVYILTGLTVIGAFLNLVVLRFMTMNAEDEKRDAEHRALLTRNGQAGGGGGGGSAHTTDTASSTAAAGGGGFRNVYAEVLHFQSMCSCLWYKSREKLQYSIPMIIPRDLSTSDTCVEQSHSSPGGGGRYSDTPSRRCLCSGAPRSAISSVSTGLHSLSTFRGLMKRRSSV
# RGS4 block: human RGS4 inhibition | P49798 | HEK293 M3R/RGS4 inducible, Fluo-4 calcium flux; hits give high values; triggered by carbachol at its EC20 | B-score at 10 µM | actives 0.45% (n = 310,000) | AID 463165;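 active = B-score, a plate-corrected calcium signal, over three deviations above library mean, with baseline fluorescence within five deviations of library mean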;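 note: RGS4 expression induced by doxycycline in cells with stable M3 receptor; B-score is computed from the integrated fluorescence ratio over baseline after carbachol; higher B-score means a larger calcium signal and so more RGS4 inhibition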
# Target sequence (P49798 whole entry, looked up): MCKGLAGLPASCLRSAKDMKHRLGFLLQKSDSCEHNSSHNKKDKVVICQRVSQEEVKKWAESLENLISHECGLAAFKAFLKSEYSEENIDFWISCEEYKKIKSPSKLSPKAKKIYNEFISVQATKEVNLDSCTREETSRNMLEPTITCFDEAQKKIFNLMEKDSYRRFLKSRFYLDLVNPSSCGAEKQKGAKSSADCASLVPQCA
# MrgX1 ag: human MrgX1 receptor agonism, primary screen; Q96LB2; MrgX1-HEK293 cells, Fluo-4 calcium fluorescence, agonist mode; hits give high values; B-score at 10 µM; actives 0.44% (n = 310,000); AID 588627;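 active = calcium response B-score plate-corrected fluorescence ratio at least 3 library SD, with starting fluorescence B-score inside 5 SD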
#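 System: HEK293 cells stably expressing human MrgX1 receptor; Dosing: test compound in the initial addition of three; Schedule: overnight plating, then 30 min 37 °C plus 30 min room-temperature dye loading; Detection: kinetic calcium dye fluorescence, Fluo-4 NW; Controls: per-plate positive and negative controls for Z′ factor.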
# KCNK9 block: inhibitors of human KCNK9 two-pore domain potassium channel | HEK293 KCNK9, FluxOR thallium flux fluorescence; hits give low values | B-score at 10 µM | Q9NPC2 | actives 1.2% (n = 310,000) | AID 488922;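 active = ratio B-score over 3 SD below the library mean, with starting fluorescence within 5 SD of its mean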;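 note: negative B-score means less thallium flux so channel inhibition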
# RGS4 act: potentiators or activators of RGS4; actives 0.92% (n = 310,000); HEK293 M3R/inducible RGS4, carbachol calcium flux Fluo4; hits give low values; B-score at 10 µM;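 active = B-score of the integrated calcium signal more than 4 SD below the library mean, with starting fluorescence not abnormally high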;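 note: negative B-score means reduced calcium response which marks RGS4 activation or potentiation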
#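 test system = M3R-expressing HEK293 line, RGS4 induced by doxycycline | probe or stimulus = carbachol at ECmax as muscarinic agonist stimulus | timing = dye loading 30 min 37 °C, buffer rest 30 min RT | signal = calcium dye Fluo4 fluorescence | evaluation = B score from integrated fluorescence ratio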
# An asterisk follows results filed as active; i = inactive; & = joins results of further samples.
SMILES,MrgX1 PAM,KCNQ1 inh,TMEM16A inh,TMEM16A act,KCNQ1 act,hERG protect,KCNK3 block,RGS4 block,MrgX1 ag,KCNK9 block,RGS4 act
C=CCN1C(=O)N(c2ccc(F)cc2)C(=O)C1CC(=O)Nc1ccc(Cl)cc1 (centres undefined),i,i,i,i,i,-9,i,i,i,i,i
O=C(N/N=C\c1ccc(OC(=O)c2cccs2)cc1)c1ccc(Cl)cc1,i,i,i,i,i,-6,i,i,i,i,i
CCOc1ccccc1N1CCN(C(=O)CCCN2C(=O)c3cccc4cccc(c34)C2=O)CC1,i,i,i,i,i,-19,i,i,i,i,i
COc1ccc(CNC(=O)/C=C/c2ccc(S(=O)(=O)N3CCOCC3)cc2)cc1,i,i,i,i,i,-12,i,i,i,i,i
CN1CCN(CC(=O)N2CCn3c4c(c5cc(C6CCCCC6)ccc53)CCCC42)CC1 (centres undefined),i,i,i,i,i,-18,i,i,i,i,i
COc1ccc(NC(=S)N2CCCC(c3nc4ccc(C)cc4[nH]3)C2)cc1 (centres undefined),i,i,i,i,i,-5,i,i,i,i,i
COc1cc(/C=C2/SC(=S)N(CC(=O)Nc3cccnc3)C2=O)cc(OC)c1OC,i,i,i,i,i,-6,i,i,i,i,i
O=C(Cc1csc(-c2ccccc2)n1)Nc1ccc(C(F)(F)F)cc1,i,i,i,i,i,-12,i,i,i,i,i
CCOc1cc(C(=S)N2CCOCC2)ccc1OC(=O)c1ccccc1,i,i,i,i,i,-8,-8.9*,i,i,i,i
Cc1c(CC(=O)N2CCN(C(=O)C3COc4ccccc4O3)CC2)c(=O)oc2cc(O)c(Cl)cc12 (centres undefined),i,i,i,i,i,-10,i,i,i,i,i
COc1ccc(CCCC(=O)NC2CCCCC2)cc1,i,i,i,i,i,-9,i,i,i,i,i
FC(F)(F)c1cccc(Oc2cc(C(F)(F)F)nc(-c3ccccn3)n2)c1,i,i,i,i,i,-8,i,i,i,i,i
Cc1ccc(C(=O)COC(=O)c2cnccn2)cc1[N+](=O)[O-],i,i,i,i,i,-3,i,i,i,i,i
Cc1nc2sc(-c3ccccc3)cc2c(=O)n1N,i,i,i,i,i,-7,i,i,i,i,i
S=C(Nc1ccc2c(c1)OCO2)N1CCCC1,i,i,i,i,i,-12,i,i,i,i,i
CC(C)(C)c1cc[n+](-c2[nH]c(=O)sc2/C=N/N=C(\[O-])c2ccccc2)cc1,i,i,i,i,i,2,i,i,i,i,i
CCCC(=O)n1nc(-c2ccccc2)nc1N,i,i,i,i,20*,-2,i,i,i,i,i
COC(=O)c1ccc(C(=O)OC)c(-n2c(=O)c3ccccc3c3ccccc3c2=O)c1,i,i,i,i,i,-6,i,i,i,i,i
COc1ccc(-n2c(COc3ccc4ccccc4c3)nnc2SCC(=O)NCc2ccco2)cc1,i,i,i,i,i,-15,i,i,i,i,i
Cc1ccc(C2CC(c3cccc(NS(C)(=O)=O)c3)=NN2S(C)(=O)=O)cc1 (centres undefined),i,i,i,i,i,-7,i,i,i,i,i

# In the list so far, these contain two or more sulfur atoms.
SMILES,MrgX1 PAM,KCNQ1 inh,TMEM16A inh,TMEM16A act,KCNQ1 act,hERG protect,KCNK3 block,RGS4 block,MrgX1 ag,KCNK9 block,RGS4 act
COc1cc(/C=C2/SC(=S)N(CC(=O)Nc3cccnc3)C2=O)cc(OC)c1OC,i,i,i,i,i,-6,i,i,i,i,i
Cc1ccc(C2CC(c3cccc(NS(C)(=O)=O)c3)=NN2S(C)(=O)=O)cc1 (centres undefined),i,i,i,i,i,-7,i,i,i,i,i

# The listing continues:
SMILES,MrgX1 PAM,KCNQ1 inh,TMEM16A inh,TMEM16A act,KCNQ1 act,hERG protect,KCNK3 block,RGS4 block,MrgX1 ag,KCNK9 block,RGS4 act
CCOc1ccccc1NC(=O)C1CCN(c2ccc(S(=O)(=O)N3CCCC3)cc2)CC1,i,i,i,i,i,-6,i,i,i,i,i
O=C(O)c1ccc2oc(SCC(=O)N3CCCCC3)nc2c1,i,i,i,i,i,-10,i,i,i,i,i
CSCCC(NC(=O)c1ccc([N+](=O)[O-])cc1Cl)C(=O)OCC(=O)N(C)C (centres undefined),i,i,i,i,i,-8,i,i,i,i,i
CC(C)(C)C(=O)C(Cl)C(=O)Nc1ccccc1 (centres undefined),i,i,i,i,i,-15,i,45*,i,i,i
CCOC(=O)Cc1csc(NC(=O)CSc2nc(=O)[nH]c3c2CCCC3)n1,i,i,i,i,i,-13,i,i,i,i,i
CN(C(=O)c1ccncc1)C1CCS(=O)(=O)C1 (centres undefined),i,i,i,i,i,-3,i,i,i,i,i
COc1ccc(C(=O)Oc2ccc3ccc(=O)oc3c2)cc1,i,i,i,i,i,-3,i,i,i,-13*,i
Cc1ccc(N(CC(O)Cn2c3ccccc3c3ccccc32)S(C)(=O)=O)cc1 (centres undefined),i,i,i,i,i,-6,i,i,i,i,i
CN(C)S(=O)(=O)c1ccc(-c2csnn2)s1,i,i,i,i,i,0,i,i,i,i,i
O=C(O)c1cccc(N2C(=O)c3cccc(Oc4ccc(Cl)cc4)c3C2=O)c1,i,i,i,i,i,-9,i,i,i,i,i
O=C(OCCN1CCOCC1)c1cccnc1,i,i,i,i,i,-7&-5,i,i,i,i,i
CCOc1ccc(N2C(=O)C3C4C=CC(CC4)C3C2=O)c([N+](=O)[O-])c1 (centres undefined),i,i,i,i,i,-4,i,i,i,i,i
CCN1CCCC1CN(Cc1cc2ccc(C)c(C)c2[nH]c1=O)C(=O)Nc1ccccc1OC (centres undefined),i,i,i,i,i,-7,i,i,i,i,i
CCSc1nnc(Cc2cc(=O)[nH]c(=O)[nH]2)n1-c1ccc(F)cc1,i,i,i,i,i,-13,i,i,i,i,i
Cc1ccccc1NC(=O)Cc1nnc(SCC(=O)NC2CCCC2)n1C,i,i,i,i,i,-6,i,i,i,i,i
O=c1oc(-c2ccccc2)nc2ccsc12,i,i,i,i,i,0,i,i,i,i,i
O=C(Nc1ccccc1)OCCCCCOC(=O)Nc1ccccc1,i,i,i,i,i,7.7*,i,i,i,i,i
COc1ccc(NC2CCCN(C(=O)CCOc3ccccc3)C2)cc1 (centres undefined),i,i,i,i,i,-8,i,i,i,i,i
Nc1cc(N)nc(SCC(=O)Nc2ccc3c(c2)OCCCO3)n1,i,i,i,i,i,-15,i,i,i,i,i
CCN(CC)CCN(C(=O)c1ccc(S(=O)(=O)N2CCCCC2)cc1)c1nc2cc3c(cc2s1)OCO3,i,i,i,i,i,-13,i,i,i,i,i
COc1ccccc1CNC(=O)CCC(=O)N1CC(C)Sc2ccccc21 (centres undefined),i,i,i,i,i,-9,i,i,i,i,i
O=C(CS(=O)(=O)Cc1ccccc1)Nc1nnc(C(F)(F)F)s1,i,i,i,i,i,-11,i,i,i,i,i
COc1cc2ccccc2cc1C(=O)N1CCCC1,i,i,i,i,i,-8,i,i,i,i,i
Cc1c(C(=O)NC2CCCCC2)oc2ccccc12,i,i,i,i,i,-3,i,i,i,i,i
O=C(O)C1CC(=O)N(Cc2ccccc2)C1 (centres undefined),i,i,i,i,i,-7,i,i,i,i,i
OCc1cn(-c2ccc(Cl)cc2)nn1,i,i,i,i,i,1,i,i,i,i,i
O=C(Nc1nncs1)C1COc2ccccc2O1 (centres undefined),i,i,i,i,i,-7,i,i,i,i,i
Cc1nc2ccccc2c(=O)n1NC(=O)/C=C/c1ccccc1Cl,i,i,i,i,i,-5,i,i,i,i,i
COC(=O)c1ccc(NC(=O)CSc2nncn2-c2ccccn2)cc1,i,i,i,i,i,-8,i,i,i,i,i
O=C(Nc1cccs1)Nc1ccccc1Br,i,i,i,i,i,-17,i,i,i,i,i
COc1ccc(C(=O)Nc2ccc(C(=O)O)cc2NC(=O)c2ccc(OC)cc2)cc1,i,i,i,i,i,-9,i,i,i,i,i
Nc1nnc(CC(=O)NCc2ccccc2)s1,i,i,i,i,i,-5,i,i,i,i,i
COc1ccccc1NC(=O)C(=O)N1N=C(C(C)C)CC1(O)C(F)(F)F (centres undefined),i,i,i,i,i,-16,i,i,i,i,i
C(=N\Nc1nc(N2CCCC2)nc(N2CCCC2)n1)/c1ccncc1,i,i,i,i,i,-25,i,i,i,i,i
CCOP(=O)(OCC)c1nc(-c2ccccc2)oc1NCc1ccccc1,i,i,i,i,i,-19,i,i,i,i,i
CCOC(=O)N1CCN(CC(O)COc2ccc3c(c2)CCC3)CC1 (centres undefined),i,i,i,i,i,-4,i,i,i,i,i
CCCCN1C(=O)c2cccc3cc(O)cc(c23)C1=O,i,i,i,i,i,-1,i,i,i,i,i
CN(CC(=O)Nc1cccc(F)c1)C(=O)CC1CCCCC1,i,i,i,i,i,-18,i,i,i,i,i
O=C1c2oc3ccccc3c(=O)c2C(c2cccc(Br)c2)N1Cc1ccco1 (centres undefined),i,i,i,i,i,-9,i,i,i,i,i
CCc1cccc(NC(=O)CCCSc2nc3ccccc3[nH]2)c1,i,i,i,i,i,-15,i,i,i,i,i
Cc1ccc(NC(=O)c2ccc(CSc3ncnc4nc[nH]c34)cc2)c(C)c1,i,i,i,i,i,-7,i,i,i,i,i
CCc1nnc(NC(=O)c2ccc(-c3ccc([N+](=O)[O-])cc3Cl)o2)s1,i,i,i,i,i,-3,i,i,i,i,i
COCCn1c(SCC(=O)NCCc2ccccc2)nnc1-c1ccco1,i,i,i,i,i,-3,i,i,i,i,i
N=c1c2c(-c3ccccc3)c(-c3ccccc3)n(Cc3ccco3)c2ncn1Cc1ccco1,i,11*,100*,i,i,-38,-14*,i,i,-8.7*,-7*
Fc1ccc(-c2nc3c(-c4ccccc4)cnn3cc2CCN2CCOCC2)cc1,i,i,i,i,i,-11,i,i,i,i,i
CCn1nnnc1SCC(=O)NNC(=O)C1CCCCC1,i,i,i,i,i,-7,i,i,i,i,i
O=C(CN1CCOCC1)NC1C2CC3CC(C2)CC1C3 (centres undefined),i,i,i,i,i,-2,i,i,i,i,i

# Screens as filed in PubChem.
